# High-throughput results deposited in PubChem by National Center for Advancing Translational Sciences (NCATS).
# TDP1 block: blocks human tyrosyl-DNA phosphodiesterase 1; recombinant TDP1, AlphaScreen DNA substrate cleavage; 350,000 tested, 0.28% active; Potency, µM (titrated, usually from 130 µM), for inactives: at the top dose activity change, negative = inhibition, usual class: inhibitors; AID 485290; note: nearly all actives have a fitted effect of over 40% in size
# Target sequence (Q9NUW8 whole entry, looked up): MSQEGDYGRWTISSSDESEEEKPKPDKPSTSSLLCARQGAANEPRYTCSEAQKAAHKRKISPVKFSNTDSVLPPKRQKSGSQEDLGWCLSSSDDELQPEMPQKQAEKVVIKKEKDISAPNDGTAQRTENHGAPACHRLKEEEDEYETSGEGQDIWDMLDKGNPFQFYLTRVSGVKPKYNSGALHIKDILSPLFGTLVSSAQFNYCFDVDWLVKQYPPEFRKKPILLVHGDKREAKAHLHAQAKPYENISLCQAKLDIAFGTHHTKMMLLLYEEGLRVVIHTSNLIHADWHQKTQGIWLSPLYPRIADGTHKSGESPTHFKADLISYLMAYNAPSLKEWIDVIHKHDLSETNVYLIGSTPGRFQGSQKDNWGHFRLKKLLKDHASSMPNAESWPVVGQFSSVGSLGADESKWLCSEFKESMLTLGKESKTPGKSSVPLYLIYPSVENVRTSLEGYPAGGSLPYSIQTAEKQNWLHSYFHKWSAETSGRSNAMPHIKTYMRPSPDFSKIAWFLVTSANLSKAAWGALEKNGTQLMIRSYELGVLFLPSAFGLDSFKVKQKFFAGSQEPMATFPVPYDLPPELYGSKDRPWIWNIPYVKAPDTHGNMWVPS
#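 Recombinant E. coli-expressed Tdp1 (1 nM) preincubated with compound 15 min at RT, then 5'-biotin/3'-phosphotyrosine-FITC DNA substrate (15 nM) added for 5 min. AlphaScreen beads (10 ug/ml) added, 10 min RT; tyrosine-FITC cleavage read as signal loss.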
# GCN5L2 inh: blocks human GCN5L2 histone acetyltransferase | Q92830 | GCN5L2 HAT assay, ThioGlo1 CoA-SH fluorescence | Potency, µM (titrated, usually from 58.9 µM), for inactives: at the highest dose activity change, negative = inhibition, usual class: inhibitors | 390,000 tested, 0.21% active
#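 Free CoA generated was detected with ThioGlo1 (50uM) fluorescence at Ex340nm/Em540nm, read immediately and after 20 min at room temperature. Enzyme, 20 nM in HEPES pH 7.5 buffer, saw compounds 15 min before adding 75uM H3(1-25) peptide and 70uM acetyl-CoA.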
# TDP1 cell noCPT: qHTS for Inhibitors of human tyrosyl-DNA phosphodiesterase 1 (TDP1): qHTS in cells in absence of CPT; DT40 Tdp1-/- hTDP1 cells, no CPT, ATP luminescence, 48 h; Potency, µM (doses to about 46.2 µM), for the others: at the highest dose activity change, negative = growth inhibition, most hits filed as inhibitors; 420,000 tested, 15% active; note: nearly all actives have a fitted effect of over 55% in size
#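 Cells were dispensed at 400 per well, compounds added by pin tool, plates incubated ≥48 hr at 37 °C, then CellTiter-Glo added for 30 min at room temperature before luminescence reading. Line: DT40 Tdp1-/- complemented with hTDP1; camptothecin omitted.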
# The depositor's hits bear a star; ? = inconclusive; / = not tested or not shown; & = joins results of further samples; [ ] = another dose, or the depositor's remark. Calls come from the whole dose curve; as a rule, active = well fitted curve in the direction sought with a large enough effect; inconclusive = small, poorly fitted or top-dose-only effect, or another doubt; inactive = no such curve, though single readings can be large; an effect the other way counts as inactive or inconclusive. % is set by controls: 0 for no effect and ±100 for the full control effect; potency is the fitted concentration of half-maximal effect.
SMILES,TDP1 block,GCN5L2 inh,TDP1 cell noCPT
CC(C)C[C@H](NC(=O)c1[nH]cnc1C(=O)N[C@@H](C)C(=O)OCc1ccccc1)C(=O)OCc1ccccc1,1%,-13%,?
COc1ccc(-c2noc(C3CCCN(S(=O)(=O)c4cccc(Cl)c4)C3)n2)cc1OC (centres undefined),3%,0%,?
Cc1c(C(=O)NNC(=S)NCc2ccc(Cl)cc2)oc2ccccc12,6%,-7%,-5%
O=C(CCNC(=O)c1ccc(Cl)cc1)Nc1ccncc1,/,-1%,-16%
CSCCC(NC(=O)c1ccc(Cl)cc1)C(=O)NC(C)(C)C (centres undefined),4%,2%,-26%
CN(C)CCCNC(=O)C(=O)Nc1cc2c3c(c1)CCC(=O)N3CCC2,2%,-7%,7%
CC(C)(C)c1ccc(-c2nc(N)nc(N)n2)cc1,/,-3%,-10%
COc1ccc(OC)c(N2C(=O)C(Cl)=C(N3CCOCC3)C2=O)c1,-5%,-6%,-8%
CCOc1ccccc1NC(=O)c1c(NC(=O)c2cccc(C)c2)sc2c1CCCC2,-3%[12.3 µM],0%,23µM*
Cc1ccccc1NC(=O)CON=C(N)c1ccccc1,1%,2%,7%
N#Cc1nc(-c2ccccc2F)oc1N1CCCC1,3%,-5%,-18%
Cc1ccc(SCC(=O)NN2C(=O)c3ccccc3C2=O)cc1,0%,6%,-5%
CCOc1ccc(C(=O)Nc2ccc3oc(-c4ccc(C)cc4C)nc3c2)cc1Br,-1%[12.3 µM],-3%,13µM*
CCOC(=O)Cn1c(=O)cc(C)c2cccc(C)c21,/,-9%,7%
CCCCCc1ccc(-c2cn(Cc3ccc(C)cc3)nn2)cc1,/,-11%,?
CCOC(=O)C1CCCN(Cc2sccc2C)C1 (centres undefined),-4%,-1%,1%
Cc1cc(C)nc(N/N=C2/CCSc3ccc(F)cc32)n1,/,-10%,?
Fc1ccc(N2CCN(c3ncnc4[nH]ncc34)CC2)cc1,8%,6%,-22%
COc1ccc(CN2CCNC(=O)C2CC(=O)N(C)Cc2nonc2C)c(F)c1 (centres undefined),4%,-5%,-5%
Cc1cccc(NC(=O)c2ccc(-n3cccn3)c([N+](=O)[O-])c2)c1,-3%,1%,-20%
O=C1[C@@H]2CSC(c3ccc(Cl)cc3)N2C(=O)N1c1ccccc1 (some centres undefined),-9%,-2%,-28%
COc1ccccc1N1CCN(C(=O)c2cc(=O)c3cc(C)ccc3o2)CC1,/,4%,23µM*
Cc1noc(NS(=O)(=O)c2ccc(N/C=C/C(=O)c3ccc(F)cc3)cc2)c1C,5%,-11%,0%
CCCCN1C(=O)CC(C(=O)O)C1c1ccc(OC)cc1 (centres undefined),1%,-6%,1%
O=S(=O)(Nc1ccc(F)c(C(F)(F)F)c1)c1ccc(N2CCCCS2(=O)=O)cc1,4%,-1%,12µM*

# A stretch taken from the entries so far, as a working copy:
SMILES,TDP1 block,GCN5L2 inh,TDP1 cell noCPT
N#Cc1nc(-c2ccccc2F)oc1N1CCCC1,3%,-5%,-18%
Cc1ccc(SCC(=O)NN2C(=O)c3ccccc3C2=O)cc1,0%,6%,-5%

# The listing picks up; the 6 compounds before the break are reprinted first.
SMILES,TDP1 block,GCN5L2 inh,TDP1 cell noCPT
Cc1cccc(NC(=O)c2ccc(-n3cccn3)c([N+](=O)[O-])c2)c1,-3%,1%,-20%
O=C1[C@@H]2CSC(c3ccc(Cl)cc3)N2C(=O)N1c1ccccc1 (some centres undefined),-9%,-2%,-28%
COc1ccccc1N1CCN(C(=O)c2cc(=O)c3cc(C)ccc3o2)CC1,/,4%,23µM*
Cc1noc(NS(=O)(=O)c2ccc(N/C=C/C(=O)c3ccc(F)cc3)cc2)c1C,5%,-11%,0%
CCCCN1C(=O)CC(C(=O)O)C1c1ccc(OC)cc1 (centres undefined),1%,-6%,1%
O=S(=O)(Nc1ccc(F)c(C(F)(F)F)c1)c1ccc(N2CCCCS2(=O)=O)cc1,4%,-1%,12µM*
Cc1cccc(Cn2c(Cc3ccccc3)nc3ccccc32)c1,5%&1%,-16%&6%,?
Cc1cc(N(C)C)nc(Cl)n1,14%,-23%,/
CCCCOc1ccc(C(=O)Nc2ccc3c(c2)OCO3)cc1,5%,0%,-8%
CSc1ncccc1C(=O)OCC(=O)NC(=O)NCCC(C)C,4%,-2%,-17%
Cc1cc(C(=O)COC(=O)c2cccnc2Cl)c(C)n1CC1CCCO1 (centres undefined),0%,-2%,?
CCn1cc(C(=O)NCC2CCCO2)c2cc(OC)c(OC)cc2c1=O (centres undefined),3%,3%,-1%
CCN(CC)C(=O)CSc1nc(Cc2ccccc2)nc2ccccc12,/,-2%,?
COc1ccc(Cl)cc1NC(=O)COC(=O)CCNC(C)=O,4%,0%,-14%
CCOc1ccccc1NC(=O)CCNS(=O)(=O)c1ccccc1,0%,12%,18%
COc1ccccc1C(=O)N/N=C/c1ccc2c(c1)OCO2,0%,-8%,-15%
O=C(CN1CCN(S(=O)(=O)c2ccccc2)CC1)Nc1ccc(N2CCOCC2)cc1,0%,-3%,-20%
Oc1ccc2cccnc2c1,0%,-11%,?
Cc1ccccc1/C=N/n1c(C2CCCCC2)n[nH]c1=S,/,-7%,-30%
O=C(CN(Cc1cccs1)S(=O)(=O)c1ccc(S(=O)(=O)N2CCCCC2)cc1)Nc1ccccc1,-3%,-9%,-27%
CCN(C(=O)Cn1cnc2onc(-c3ccc(F)cc3)c2c1=O)c1ccc(OC)cc1,4%,-5%,12µM*
O=C(NC1CCCCCC1)c1ccc2c(c1)sc1nc(-c3ccccc3)cn12,-3%,-6%,16µM*
CCOC(=O)[C@@H]1[C@H]2COc3ccc(Br)cc3[C@H]2N2C(=O)N(c3ccc(F)cc3)C(=O)[C@@]12C,/,-6%,?
N/C(=N\OC(=O)C1CCCCC1)c1cccc([N+](=O)[O-])c1,5%,-7%,-9%
Cc1ccc(SCC(=O)NCCSCc2ccccc2)cc1,3%,-6%,-18%
Cc1occc1C(=O)N/N=C/C(Br)=C/c1ccccc1,7%,-8%,12µM*
Cc1ccc(C)c(NC(=O)CSc2nc(C)cs2)c1,0%,2%,13%
CCN(Cc1ccccc1)C(=O)CCS(=O)(=O)c1ccc2c(c1)CCN2C(C)=O,0%&-7%,-3%&-1%,?
O=C(Nc1ccc(Br)cc1)c1cccc(OC(=S)N2CCOCC2)c1,/,-11%,?
CC1=C(C(=O)NCCN2CCN(C)CC2)C2(CCC(C)CC2)OC1=O (centres undefined),4%,-4%,-1%
CC1Cc2ccccc2C(CCc2ccccc2)=N1 (centres undefined),/,-13%,?

# Remaining list, next part:
SMILES,TDP1 block,GCN5L2 inh,TDP1 cell noCPT
COc1ccc(OC)c(-n2nnc(-c3nc(-c4ccc5c(c4)OCO5)no3)c2C)c1,3%,-25%,-1%
O=C(c1cccs1)N1CCN(S(=O)(=O)N2CCOCC2)CC1,5%,-15%,-10%
C=C(Cl)COc1ccc2c(CC)cc(=O)oc2c1,-5%,-25%,-19%
C/C(=N\NC(=O)c1cc(C2CC2)nc2ccccc12)c1ccc(C)s1,3%,2%,?
O=C1CCSC2(C(=O)N(Cc3ccc(F)cc3)c3ccccc32)N1c1cccc(F)c1 (centres undefined),-3%,-1%,3.7µM*
COc1cccc(NC(=O)C2CC(=O)n3cnnc3S2)c1 (centres undefined),-4%,10%,5.2µM*
COc1ccc(OC)c(NC(=O)COc2coc(CN3CCCc4ccccc43)cc2=O)c1,-5%,-8%,?
O=C1C(c2ccccn2)=[N+]([O-])c2ccccc21,/,-19%,-8%
COCCn1c(=O)c(CCc2ccccc2)nc2cnc(N3CCN(C)CC3)nc21,/,-17%,-22%
Cc1oc2ncnc(N3CCOCC3)c2c1C(=O)N1CCN(c2cccc(C(F)(F)F)c2)CC1,4%,18%,-13%
Cc1cccc(C(=O)NCc2nnc(SCC(=O)NC3CCCC3)n2C)c1,/,-2%,-4%
O=C(NNc1ccnc2cc(Cl)ccc12)C1CCCCC1,8%,-6%,0.65µM*
CCOc1ccc(OCCn2c(SCC(=O)O)nc3ccccc32)cc1,/,0%,-8%
CCc1ccc2nc3sc(C(=O)O)cc3cc2c1,3%,-6%,-4%
Cc1cc(C)cc(OCC(=O)Nc2cccc(S(=O)(=O)NC3=NCCC3)c2)c1,2%,-6%,?
O=C1NC(Cc2ccc(O)cc2)c2nc3cc(F)ccc3c(=O)n2-c2cc(Cl)ccc21 (centres undefined),1%,4%,/
COC(=O)c1ccc(COC(=O)c2ccc(CS(=O)(=O)c3ccc(C)cc3)cc2)cc1,4%,-2%,-1%
CN(C)/C=C1/OC(=O)C(C#N)=C1c1ccc(Cl)cc1,/,-3%,3%
Cc1ccc2c(C)c(C(=O)N(C)Cc3nccn3C)oc2c1C,4%,2%,?
NC(=O)c1sc(-c2ccsc2)cc1NS(=O)(=O)c1ccc(C(F)(F)F)cc1,/,-20%,?
O=C(COc1ccccc1)NCC(c1cccs1)N1CCOCC1 (centres undefined),-5%,-8%,-9%
Cc1cc(C)c(OCC(=O)Nc2cccc(O)c2)cc1C,2%,1%,-28%
Cc1cccc(OCC(=O)Nc2cccc(-c3nc4ccccc4s3)c2)c1,0%[12.3 µM],-8%,?
Cn1c(N)nc2ccccc2c1=O,0%,1%,-8%
Cc1cccc(NC(=O)CSc2nc(NS(=O)(=O)c3ccccc3)cc(=O)[nH]2)c1,/,?,-7%
Cn1c(=O)n(C/C=C/c2ccccc2)c(=O)c2c1nc1n2CCN1c1ccc(Cl)cc1,-4%,-8%,-22%
N#Cc1cc(-c2ccc(Cl)cc2)cn(Cc2c(Cl)cccc2Cl)c1=O,2%,-31%,?
CC(C)(C)c1ccc(C(=O)N2CCN(S(=O)(=O)c3ccc(Br)s3)CC2)cc1,2%,-10%,?
O=C(NCc1ccccc1)NC1(C(=O)N2CCN3CCCC3C2)CCCCC1 (centres undefined),0%,0%,-12%

# 4 compounds out of the list, ordered by formula weight, high to low:
SMILES,TDP1 block,GCN5L2 inh,TDP1 cell noCPT
Cn1c(=O)n(C/C=C/c2ccccc2)c(=O)c2c1nc1n2CCN1c1ccc(Cl)cc1,-4%,-8%,-22%
COCCn1c(=O)c(CCc2ccccc2)nc2cnc(N3CCN(C)CC3)nc21,/,-17%,-22%
Cc1ccc2c(C)c(C(=O)N(C)Cc3nccn3C)oc2c1C,4%,2%,?
Cc1cc(C)c(OCC(=O)Nc2cccc(O)c2)cc1C,2%,1%,-28%

# Look-ups from the entries so far.
# TDP1 cell noCPT, COCCn1c(=O)c(CCc2ccccc2)nc2cnc(N3CCN(C)CC3)nc21 → -22%
# GCN5L2 inh, Cn1c(=O)n(C/C=C/c2ccccc2)c(=O)c2c1nc1n2CCN1c1ccc(Cl)cc1 → -8%
# TDP1 block, COc1ccc(OC)c(-n2nnc(-c3nc(-c4ccc5c(c4)OCO5)no3)c2C)c1 → 3%
# TDP1 cell noCPT, O=C(NCc1ccccc1)NC1(C(=O)N2CCN3CCCC3C2)CCCCC1 (centres undefined) → -12%

# Only part of the results is shown (hit frequency here may not be typical).
